From PubChem
human PMI inhibitors: human PMI inhibitors, high substrate, primary screen, biochemical, fluorescence intensity, high mannose 6-phosphate (AID 1220); recombinant PMI enzyme, coupled fluorescence intensity; higher % means a stronger effect; inhibition, % at 20 µM, or IC50 in µM where a hit was titrated; 190,000 tested, 0.66% active
M17LAP inhibition: P. falciparum M17LAP inhibitors, primary screen, biochemical, fluorogenic H-Leu-NHMec substrate, 1536-well (AID 1619); 220,000 tested, 0.38% active; inhibition, % at 30 µM; hits with a dose series show IC50 in µM; recombinant M17LAP, H-Leu-NHMec fluorogenic kinetic assay; higher % means a stronger effect;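 active = compound inhibiting the enzyme by more than half at any dose during confirmatory dose-response retesting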;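 also: plate controls were full reaction with DMSO carrier for no effect and no enzyme background for full effect; strong numbers were not always called active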
PMI inhibitors: MPI enzyme activity inhibition – biochemical, fluorescence intensity, coupled assay, primary screen (AID 1209); purified PMI enzyme, coupled fluorescence intensity; higher % means a stronger effect; one-dose inhibition, % at 20 µM; IC50 in µM for titrated hits; 190,000 tested, 0.42% active;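 also: plate controls were DMSO vehicle for no effect and wells lacking substrate for full effect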
TNAP activators: human TNAP enzyme activators, primary screen, biochemical, luminescent, no phosphate acceptor, uHTS (AID 1001); purified TNAP, luminescent activation assay, no phosphate acceptor; higher activation fold means a stronger effect; one-dose activation fold at 20 µM; EC50 in µM for titrated hits; 200,000 tested, 0.03% active; in the data active = activation fold from about 3, or a potency from the dose series; inactive = the rest, 99 in 100 with activation fold below about 1.6; also: many of its hits are not listed in these tables
LYP phosphatase: PTPN22 lymphoid phosphatase activity blockers – biochemical, fluorescence intensity, uHTS (AID 1779); recombinant LYP phosphatase, fluorescence intensity; higher % means a stronger effect; one-dose inhibition, % at 11.5 µM; IC50 in µM for titrated hits; 290,000 tested, 0.054% active;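 also: plate controls were vehicle with enzyme for no effect and no enzyme for full effect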
WT yeast gro inh: growth inhibition of WT yeast, mitochondrial fusion screen; mitochondrial fusion phenotypic screen, WT strain; 190,000 tested, 2.1% active; inhibition, % at 10 µM; in the data active = inhibition above about 58%; tested in S. cerevisiae
M1AAP inhibition: malaria alanyl aminopeptidase activity blockers – biochemical, fluorogenic H-Leu-NHMec substrate, 1536-well (AID 1445); recombinant M1AAP, H-Leu-NHMec fluorogenic kinetic assay; higher % means a stronger effect; one-dose inhibition, % at 30 µM; IC50 in µM for titrated hits; 220,000 tested, 0.42% active;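 active = primary inhibition above the hit cutoff, then over 50% inhibition at one or more dose response concentrations, cut at about 23% in these data, passing the limit was not always enough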;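 also: plate controls were DMSO full reaction for no effect and no enzyme background for full effect; strong numbers were not always called active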
Yfh1-depleted yeast: enhancers of respiration in Yfh1-depleted yeast, dose response, Friedreich's ataxia, plus single-dose screen (AID 1465). S. cerevisiae Yfh1-off respiration, WST-1 reduction, 72 h; higher fold induction means a stronger effect. one-dose fold induction at 50 µM; EC50 in µM for titrated hits. 220,000 tested, 0.074% active;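 active = fold induction of absorbance versus untreated yeast above a set limit, then at least 30% activation at any dose in follow-up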;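 also: activators that raise dye reduction in frataxin-depleted yeast; strong numbers were not always called active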
XIAP antagonists: XIAP antagonists, biochemical, IAP family, fluorescence polarization (AID 1018); displacement, % at 20 µM; hits with a dose series show IC50 in µM; XIAP BIR domain, fluorescence polarization peptide displacement; higher % means a stronger effect; 200,000 tested, 0.007% active; in the data active = displacement above about 50%; also: a part of the inactive calls stands beside numbers as strong as those of hits
WT yeast gro inh mutant strain: recorded beside WT yeast gro inh, whose call it bears; inhibition, %; mitochondrial fusion phenotypic screen, mutant strain inhibition
Starred values were filed as active, the others as inactive; i = inactive; / = no result given. Rule as the data show it, unless noted: active = inhibition above about 50%; inactive = the rest.

SMILES	human PMI inhibitors	M17LAP inhibition	PMI inhibitors	TNAP activators	LYP phosphatase	WT yeast gro inh	WT yeast gro inh mutant strain	M1AAP inhibition	Yfh1-depleted yeast	XIAP antagonists
Fc1cccc2sc(N3CCOCC3)nc12	2%	17%	-5%	1.1	-3%	3	1	-4%	i	-0.5%
O=C(CC(c1ccccc1)c1ccco1)Nc1nccs1 (stereo not given)	-23%	6%	-26%	1.1	-1%	2	-3	6%	i	-3.7%
O=C1CCN(CCc2ccccc2)CCN1CCSc1ccc(Br)cc1	/	-5%	/	/	-4%	/	/	0%	i	/
O=C(CN1CCN(S(=O)(=O)c2ccc(Br)cc2)CC1)N/N=C/c1ccncc1	/	2%	/	/	-9%	/	/	6%	i	/
O=C1NC(=O)C(CC(=O)N(c2ccccc2)C2(C(=O)NC3CCCC3)CCCCC2)N1 (stereo not given)	-1%	-17%	3%	1.1	-3%	-17	-12	1%	i	-3.8%
COc1ccc2[nH]c(=O)c(CNc3ccc(C)c(C)c3)cc2c1	49%	-14%	23%	0.9	2%	-8	7	19%	i	-7.5%
CC(C)(C)NC(=O)/C(=C\C=C\c1ccccc1)NC(=O)c1ccc([N+](=O)[O-])cc1	6%	-3%	9%	1	12%	6	0	3%	i	-5.1%
CC(=O)N(CC(=O)Nc1sc(C)c(C)c1C(N)=O)Cc1ccccc1	4%	/	9%	1	-2%	-18	-1	/	i	-5.7%
OCC1(C2=NOC(O)(C(F)(F)F)C2)CCCCC1 (stereo not given)	-12%	3%	-11%	1	-8%	9	1	0%	i	-8.4%
Cc1nn(CC2CC2)c(=O)n1-c1ccccc1	-5%	-3%	-13%	1.1	-6%	-5	14	2%	i	2.2%
COC(=O)c1c(C(=O)OC)c(-c2cccc(Cl)c2)n2c1CS(=O)C2 (stereo not given)	6%	2%	-4%	1.2	3%	-9	7	13%	i	-0.8%
O=C(Nc1ccc(Cl)cc1)NC1CCS(=O)(=O)C1 (stereo not given)	1%	-16%	-2%	1.1	-6%	-4	-4	5%	i	-2.1%

Quoted at random: 5 entries already listed
SMILES	human PMI inhibitors	M17LAP inhibition	PMI inhibitors	TNAP activators	LYP phosphatase	WT yeast gro inh	WT yeast gro inh mutant strain	M1AAP inhibition	Yfh1-depleted yeast	XIAP antagonists
O=C(CN1CCN(S(=O)(=O)c2ccc(Br)cc2)CC1)N/N=C/c1ccncc1	/	2%	/	/	-9%	/	/	6%	i	/
O=C1NC(=O)C(CC(=O)N(c2ccccc2)C2(C(=O)NC3CCCC3)CCCCC2)N1 (stereo not given)	-1%	-17%	3%	1.1	-3%	-17	-12	1%	i	-3.8%
Cc1nn(CC2CC2)c(=O)n1-c1ccccc1	-5%	-3%	-13%	1.1	-6%	-5	14	2%	i	2.2%
COc1ccc2[nH]c(=O)c(CNc3ccc(C)c(C)c3)cc2c1	49%	-14%	23%	0.9	2%	-8	7	19%	i	-7.5%
O=C1CCN(CCc2ccccc2)CCN1CCSc1ccc(Br)cc1	/	-5%	/	/	-4%	/	/	0%	i	/

(more compounds)
SMILES	human PMI inhibitors	M17LAP inhibition	PMI inhibitors	TNAP activators	LYP phosphatase	WT yeast gro inh	WT yeast gro inh mutant strain	M1AAP inhibition	Yfh1-depleted yeast	XIAP antagonists
COc1ccc(C(=O)Nc2cccc(/C(C)=N/NC(=O)c3ccc([N+](=O)[O-])cc3)c2)cc1OC	-4%	3%	-3%	1.1	-7%	1	-9	4%	i	-2.0%
O=C(CSC1CC(=O)N(CCc2ccccc2)C1=O)Nc1ccc(Br)cc1 (stereo not given)	4%	10%	12%	1.1	-1%	2	18	3%	i	-4.6%
C/C(CC(=O)Nc1ccc(Cl)cc1Cl)=N\NC(=O)C(=O)NCCO	-1%	3%	-1%	1	-3%	9	2	33%	i	-4.3%
Cc1nn(C(=O)c2cccnc2)c(C)c1C	0%	-1%	0%	1.1	-6%	/	/	4%	i	-20%
CCc1cccc(CC)c1C(O)c1cccnc1 (stereo not given)	8%	12%	4%	1.1	0%	16	-5	2%	i	-5.3%
CNC(=S)NNC(=O)c1ccc(=O)n(Cc2ccc(Cl)cc2Cl)c1	-3%	-3%	-10%	2.1	-2%	4	9	9%	i	-1.6%
Cc1cc(OCC(O)CN2C(C)CCCC2C)ccc1C(C)C (stereo not given)	-8%	-1%	-9%	1.1	-11%	15	25	2%	i	-6.7%
CCCCCc1nnc(NC(=O)Cc2cccs2)s1	-18%	2%	-10%	1.1	-8%	24	27	6%	i	-4.0%
Cn1c(CNC(=O)c2cccs2)n[nH]c1=S	-5%	10%	-3%	1	1%	-10	-9	0%	i	-5.4%
O=C1CCCc2c1sc1nc3n(c(=O)c21)CCCCC3	-8%	-7%	-2%	0.9	6%	-5	-3	-3%	i	-4.8%
Cn1cccc1Cc1nnc(SCC(=O)Nc2ccc(F)cc2)n1-c1ccc(F)cc1	7%	-2%	11%	1.1	1%	1	-13	0%	i	-18%
CCn1ncc(CNC(=O)c2cccc([N+](=O)[O-])c2)c1C	6%	-3%	10%	1.1	-5%	-3	11	7%	i	-6.5%
N#C/C(=C\c1cn(-c2ccccc2)nc1-c1cccnc1)c1nnc2n1CCCCC2	5%	18%	11%	1.1	-4%	7	6	8%	i	-2.9%
CC(C)(C)C(=O)N1CCC[C@@]1(CO)C(=O)O	4%	7%	-1%	1.1	4%	12	15	2%	i	-6.4%
O=C(COc1ccc2c(c1)OCO2)NC12CC3CC(CC(C3)C1)C2	6%	16%	17%	1.1	-6%	7	17	0%	i	1.4%
CC1CC(=O)Nc2ccc([N+](=O)[O-])cc2N1C (stereo not given)	8%	-23%	9%	1.1	3%	-16	-23	2%	i	2.5%
CCCS(=O)(=O)Nc1c(OC)ccc2c1c(C(=O)OCC)c(C)n2C	23%	3%	16%	1.1	-2%	-3	9	2%	i	-13%
CN(C)/N=C1\CCS(=O)(=O)c2sccc21	23%	2%	5%	1	-8%	10	7	5%	i	-7.9%
CCc1[nH]nc2c1C(c1cccc(OC(=O)N3CCOCC3)c1)C(C#N)=C(N)O2 (stereo not given)	14%	28%	14%	1.2	-2%	3	-9	4%	i	-0.9%
CC(NC(=O)C(Cc1ccccc1)NC(=O)c1ccccc1)C(=O)O (stereo not given)	-6%	8%	-6%	1.1	-5%	-9	-12	-6%	i	-3.4%
CCCS(=O)(=O)c1c(S(=O)(=O)CCC)c2c(N)cccn2c1C(=O)c1ccccc1	-31%	26%	-9%	1.2	-3%	-7	-10	7%	i	-3.8%
CN(C)S(=O)(=O)c1ccc(NC(=O)c2ccccn2)cc1	5%	1%	8%	1.1	-4%	3	7	3%	i	-1.0%
CCOC(=O)c1c(C)[nH]c(C(=O)CSc2nnc(C3CC3)n2N)c1C	-11%	15%	-1%	1	5%	/	/	4%	i	1.3%
C=C(C)c1cccc(C(C)(C)NC(=O)NCC2CCCO2)c1 (stereo not given)	-1%	8%	6%	1.2	14%	7	-10	-5%	i	0.1%

Profiles, looked up by structure.
Entry for `CN(C)/N=C1\CCS(=O)(=O)c2sccc21` : human PMI inhibitors = 23%; M17LAP inhibition = 2%; PMI inhibitors = 5%; TNAP activators = 1; LYP phosphatase = -8%; WT yeast gro inh = 10; WT yeast gro inh mutant strain = 7; M1AAP inhibition = 5%; Yfh1-depleted yeast = i; XIAP antagonists = -7.9%
Entry for `CCCS(=O)(=O)c1c(S(=O)(=O)CCC)c2c(N)cccn2c1C(=O)c1ccccc1` : human PMI inhibitors = -31%; M17LAP inhibition = 26%; PMI inhibitors = -9%; TNAP activators = 1.2; LYP phosphatase = -3%; WT yeast gro inh = -7; WT yeast gro inh mutant strain = -10; M1AAP inhibition = 7%; Yfh1-depleted yeast = i; XIAP antagonists = -3.8%

Two of these compounds, set out differently:
| SMILES | human PMI inhibitors | M17LAP inhibition | PMI inhibitors | TNAP activators | LYP phosphatase | WT yeast gro inh | WT yeast gro inh mutant strain | M1AAP inhibition | Yfh1-depleted yeast | XIAP antagonists |
| --- | --- | --- | --- | --- | --- | --- | --- | --- | --- | --- |
| CCCS(=O)(=O)c1c(S(=O)(=O)CCC)c2c(N)cccn2c1C(=O)c1ccccc1 | -31% | 26% | -9% | 1.2 | -3% | -7 | -10 | 7% | i | -3.8% |
| CN(C)S(=O)(=O)c1ccc(NC(=O)c2ccccn2)cc1 | 5% | 1% | 8% | 1.1 | -4% | 3 | 7 | 3% | i | -1.0% |

(further entries)
SMILES	human PMI inhibitors	M17LAP inhibition	PMI inhibitors	TNAP activators	LYP phosphatase	WT yeast gro inh	WT yeast gro inh mutant strain	M1AAP inhibition	Yfh1-depleted yeast	XIAP antagonists
Cc1ccc(-n2nc(C)cc2NC(=O)c2ccc(C)s2)cc1	-13%	-14%	-7%	1.2	-9%	-4	-3	9%	i	-1.8%
O=C1C2CCCN2C(c2ccccc2)N1c1nccs1 (stereo not given)	5%	-14%	7%	1.2	-14%	3	1	-7%	i	-6.9%
Cc1nn(Cc2ccccc2)c(Cl)c1C(=O)NCCc1ccc(Cl)cc1	12%	3%	22%	1.2	1%	10	4	0%	i	-14%
O=C(NNC(=O)c1cc2cc(Br)ccc2oc1=O)c1ccc(O)cc1O	-28%	5%	-13%	0.6	5%	-2	27	34%	i	-5.6%
COC(=O)CSc1nc2ccc(NC(C)=O)cc2s1	-2%	6%	1%	1.1	-9%	-35	-13	3%	i	0.0%
NS(=O)(=O)c1ccc2nc(NC(=O)C3CCCO3)sc2c1 (stereo not given)	-18%	-15%	-10%	1.1	1%	-6	5	2%	i	-0.7%
O=C(c1ncc[nH]1)c1ccccc1C(=O)N1CCOCC1	9%	-8%	15%	1.1	-3%	5	5	1%	i	-5.6%
O=C(Cc1c(O)c2ccccc2[nH]c1=O)NCc1ccc(F)cc1	8%	21%	15%	1.1	2%	35	15	-2%	i	-3.4%
Cc1ccc(C)c(C(=O)COC(=O)c2cccc(N3C(=O)c4c(C)nc5ccccc5c4C3=O)c2)c1	2%	-18%	-4%	1.1	3%	-11	8	1%	i	-9.1%
COCc1c(C(=O)OCC(=O)N2c3ccccc3NC(=O)C2(C)C)oc2ccccc12	6%	22%	6%	1.1	-6%	5	-1	2%	i	-4.3%
COc1ccc(-c2csc(NC(=O)CSc3nc(C)cs3)n2)cc1	/	4%	/	/	/	-18	7	7%	i	/
Cc1ccc(C(=O)NCCSC2CCCCC2)cc1S(=O)(=O)Nc1ccccc1	18%	5%	18%	1	-5%	8	4	-1%	i	-1.4%
CC(C)OC(=O)CCCNc1ccc([N+](=O)[O-])cc1[N+](=O)[O-]	-5%	7%	5%	0.9	-9%	3	0	19%	i	-7.5%
Cc1ccc(NCc2nnc(SCC(N)=O)n2CCc2ccccc2)cc1	0%	21%	8%	1	-1%	-1	-2	6%	i	-8.2%
COc1ccc(OC)c(NS(=O)(=O)c2ccc3c(c2)n(C)c(=O)n3C)c1	0%	5%	8%	1.1	-4%	-10	-26	15%	i	1.3%
Cc1c([C@H]2[C@@H](CC#N)C2(C)C)c2ccccc2n1C	16%	8%	16%	1.1	2%	-13	6	-3%	i	1.0%
Cc1nn(CCCC(=O)Nc2cnn(Cc3ccc(F)cc3)c2)c(C)c1[N+](=O)[O-]	/	-5%	/	/	-2%	/	/	-2%	i	/

Rows were taken by chance. About 3.7% of those tested had a hit in this group.
